Phagocyt inh = inhibitors of macrophage phagocytosis, primary screen, imaging, J774A.1 cells, IgG beads; J774A.1 macrophage IgG-bead phagocytosis; inhibition, % at 5 µM; AID 1029, 2008; 0.07% of 110,000 active;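 active = inhibition above the mean of the plate negative controls plus 5 SD, cut at about 13% in these data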;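 also: phagocytic index as fraction of beads internalized from green versus red external bead signal; plate controls were DMSO negative control for no effect and cytochalasin-D positive control for full effect; some results beyond the cut were filed as inactive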
GALR2 antag = GALR2 antagonists in receptor-expressing cells, primary screen | Galanin receptor type 2 (Homo sapiens), O43603 | antagonist mode | inhibition, % at 4 µM | 0.39% of 140,000 active; in the data active = inhibition above about 27%;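 also: cells stimulated with galanin 1-16 at roughly its EC80; 0% = agonist challenge control and 100% = basal control without agonist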
Target sequence (O43603 whole entry, looked up): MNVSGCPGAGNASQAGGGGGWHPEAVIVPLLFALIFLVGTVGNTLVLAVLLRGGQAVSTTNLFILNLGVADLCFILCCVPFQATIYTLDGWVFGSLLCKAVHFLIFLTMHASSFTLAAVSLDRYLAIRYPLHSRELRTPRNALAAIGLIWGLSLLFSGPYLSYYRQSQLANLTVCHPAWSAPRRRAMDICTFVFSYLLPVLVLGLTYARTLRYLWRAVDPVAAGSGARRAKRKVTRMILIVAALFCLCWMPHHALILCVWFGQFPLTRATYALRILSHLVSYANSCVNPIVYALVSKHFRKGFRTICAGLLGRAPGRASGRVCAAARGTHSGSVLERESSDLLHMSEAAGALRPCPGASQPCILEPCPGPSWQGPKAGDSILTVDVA
E-sel TNF inh = E-selectin induction blockers in HUVEC – imaging, immunofluorescence, high content, primary screen. HUVEC TNFa-induced E-selectin immunofluorescence. inhibition, % at 2 µM. 0.71% of 120,000 active;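 active = inhibition above the batch mean plus 3 SD, and confirmed as a hit on visual image review, cut at about 43% in these data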;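 also: 0% = TNF-stimulated DMSO wells and 100% = unstimulated control wells; not every result past the cut was called active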
NPY Y2 blocker = NPY-Y2 receptor antagonists, primary screen, cell-based | 0.99% of 140,000 active | NPY-Y2 expressing cells, antagonist mode | inhibition, % at 2.7 µM | Neuropeptide Y receptor type 2 (Homo sapiens), P49146; in the data active = inhibition above about 17%;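 also: 0% = vehicle with agonist challenge and 100% = reference antagonist with challenge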
Target sequence (P49146 whole entry, looked up): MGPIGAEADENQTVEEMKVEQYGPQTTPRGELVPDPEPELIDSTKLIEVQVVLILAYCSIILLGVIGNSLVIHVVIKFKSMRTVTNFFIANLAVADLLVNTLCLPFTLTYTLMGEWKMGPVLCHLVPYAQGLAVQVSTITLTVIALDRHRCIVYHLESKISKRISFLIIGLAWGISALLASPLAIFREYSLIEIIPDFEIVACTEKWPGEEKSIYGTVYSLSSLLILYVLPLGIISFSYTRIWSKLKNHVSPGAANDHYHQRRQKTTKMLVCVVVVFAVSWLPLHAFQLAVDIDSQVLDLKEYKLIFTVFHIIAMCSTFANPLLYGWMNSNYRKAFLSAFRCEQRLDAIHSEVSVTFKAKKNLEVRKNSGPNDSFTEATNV
An asterisk follows results filed as active; / = not tested or not shown. A portion of the library. The share of hits here may be higher or lower than overall.

SMILES	Phagocyt inh	GALR2 antag	E-sel TNF inh	NPY Y2 blocker
CC(=O)Oc1ccc(C(=O)c2ccccc2)c(OC(C)=O)c1	/	/	-8	/
CN(C)CCNC(CC(=O)Nc1ccc(Cl)c(Cl)c1)C(=O)O (centres undefined)	/	-6	/	1
Clc1cccc2sc(N3CCOCC3)nc12	/	-2	/	1
COc1cccc(-n2c(SCC(=O)N3CCCC3)nc3c([nH]c4ccccc43)c2=O)c1	/	4	/	2
COc1ccc(-c2cc(CN3C(=O)c4ccccc4C3=O)on2)cc1	/	-8	/	4
Cc1ccc(N2C(=O)c3oc4ccccc4c(=O)c3C2c2cccc(O)c2)nc1 (centres undefined)	/	7	/	8
Cc1cccc(NC(=O)c2cnc3sccn3c2=O)n1	/	-13	/	2
COc1ccc(OC)c(NC(=S)NCc2ccco2)c1	/	3	/	1
Cc1noc(/C=C/N(C)C)c1S(=O)(=O)N1CCCC(C(=O)N2CCc3ccccc32)C1 (centres undefined)	/	1	/	0
Clc1ccc(SCc2cc(Cl)nc(-c3ccccc3)n2)cc1	/	-7	/	6
Cc1ccc(S(=O)(=O)N(CC(=O)NCCSCc2ccco2)c2cc(C)ccc2C)cc1	/	5	/	2
COc1ccc(CC(=O)NCc2nnc(SCC(=O)N3CCN(c4ccccc4)CC3)n2C)cc1	/	-6	/	1
O=C(Nc1ccccc1Sc1ccccc1)c1ccccc1F	/	-8	/	6
C#CCSc1nnc(-c2cccc3ccccc23)o1	/	0	/	5
N#CCC(CNc1ncc(C(F)(F)F)cc1Cl)OC(=O)c1c(F)cccc1F (centres undefined)	/	2	/	2
O/N=C/c1cc(Br)ccc1OCc1ccc(F)cc1	/	1	/	18*
C/C(=C\C(=O)c1ccc(C)cc1)NCc1ccc(F)cc1	/	7	/	5
CCCCCCNc1c([N+](=O)[O-])cc(C)cc1[N+](=O)[O-]	/	-7	/	4
COc1ccc(/C=C/C(=O)c2cc(F)ccc2OC(=O)c2ccccc2)cc1OC	/	13	/	9
COc1ccccc1C(=O)Nc1cc(-c2nn3c(C)nnc3s2)ccc1C	/	1	/	4
CCN(CC)S(=O)(=O)c1ccc(OC)c(NC(=O)c2ccc(OC)c([N+](=O)[O-])c2)c1	/	9	/	4
CCN(CC)c1cc(CS(=O)c2ccccc2)nc(-c2ccccc2)n1 (centres undefined)	/	-10	/	3
COc1ccc(NC(=S)Nc2ccc(F)cc2)c(OC)c1	/	-3	/	0
Cc1coc2c(C)c3oc(=O)cc(-c4ccccc4)c3cc12	/	-6	/	3
Cc1ccc(C)c(NC(=S)NCCN2CCOCC2)c1	/	2	/	-1

The listing continues:
SMILES	Phagocyt inh	GALR2 antag	E-sel TNF inh	NPY Y2 blocker
CCN1CCN(Cc2nc3c(c(=O)[nH]c(=O)n3C)n2Cc2ccccc2Cl)CC1	/	3	/	3
CC(C)(C)C(=O)N1CCN(c2ccc([N+](=O)[O-])cc2Cl)CC1	/	-11	/	2
COc1ccc(-n2nc(C(=O)N3CCC(C#N)CC3)c3c4ccccc4n(C)c3c2=O)cc1	/	-1	/	1
COc1cc(CN2CC(C)OC(C)C2)cc(OC)c1 (centres undefined)	/	2	/	1
O=C(c1ccc2c(c1)C(=O)N(c1ccc(Cl)cc1)C2=O)N1CCN(c2ccccn2)CC1	/	4	/	6
Cc1ccccc1OCCn1cc(C(=S)N2CCCC2)c2ccccc21	/	-7	/	4
O=C(c1ccc(CN2CCc3ccccc3C2)cc1)N1CCN(c2ccc(F)cc2)CC1	/	-2	/	5
CCCCC(=O)NCCc1cc2c(C)ccc(C)c2[nH]c1=O	/	10	/	7
CC(=O)c1cc(Cc2csc(C(C)=O)c2)cs1	-1	-3	/	2
O=C(CN1C(=O)NC2(CCSC2)C1=O)N1CCN(c2ccc(F)cc2)CC1 (centres undefined)	-1	-3	/	0
Cc1cccc(OCCCC(=O)Nc2nccs2)c1	0	3	/	-2
Cc1ccccc1NC(=O)c1cnn(-c2ccccc2)c1NC(=O)c1ccco1	-1	8	/	2
O=P(O)(CCc1ccccn1)CN1CCOCC1	3	9	/	-1
COc1ccc(CN2CCCCC2c2cccnc2)c(OC)c1C (centres undefined)	-1	-10	/	2
Nc1cc(C(=O)c2cccs2)ccc1Cl	-1	-7	/	3
CCc1nnc(NC(=O)CSc2nnc(CSc3nc(C)cc(C)n3)o2)s1	-1	-1	/	3
Cc1cccc(OCCCCCNCCO)c1	0	6	/	5
COC(=O)CN(c1ccccc1)S(=O)(=O)c1ccccc1	-1	4	/	3
CC(c1ccco1)N(C(=O)c1ccc(Cl)s1)c1ccccn1 (centres undefined)	0	9	/	1
O=C(CSc1nncs1)NCc1ccc2c(c1)OCO2	0	8	/	2
Cn1c(C(=O)O)cc2cc(F)ccc21	0	5	/	0
COc1cc(OC)cc(C(=O)Nc2ncc3c(n2)CC(C)CC3=O)c1 (centres undefined)	-1	8	/	2
Cn1c(=O)c2c(nc(NCCCN3CCOCC3)n2Cc2cccc(Cl)c2)n(C)c1=O	0	7	/	3
CCOC(=O)Nc1c(C(=O)OC)[nH]c2cc(OC)ccc12	0	-2	/	3
CCCOc1nc2c(c(=O)n(C)c(=O)n2C)n1CC	-3	4	/	0

Entries of single compounds from above. Screens in order: Phagocyt inh | GALR2 antag | E-sel TNF inh | NPY Y2 blocker
CCc1nnc(NC(=O)CSc2nnc(CSc3nc(C)cc(C)n3)o2)s1 reads -1 | -1 | / | 3
Cn1c(C(=O)O)cc2cc(F)ccc21 reads 0 | 5 | / | 0
CCN1CCN(Cc2nc3c(c(=O)[nH]c(=O)n3C)n2Cc2ccccc2Cl)CC1 reads / | 3 | / | 3
CC(=O)c1cc(Cc2csc(C(C)=O)c2)cs1 reads -1 | -3 | / | 2
Cc1cccc(OCCCCCNCCO)c1 reads 0 | 6 | / | 5

Going on with the list.
SMILES	Phagocyt inh	GALR2 antag	E-sel TNF inh	NPY Y2 blocker
COC(=O)c1ccccc1NC(=O)CC(NCc1ccccc1)C(=O)O (centres undefined)	/	-5	-21	1
CCCOc1ccc(/C(O)=C2/C(=O)C(=O)N(CCN(C)C)C2c2ccncc2)cc1 (centres undefined)	/	0	5	2
O=C(Cn1cnc2c(oc3ccccc32)c1=O)NCCc1ccccc1	/	4	-27	1
C=CCn1c(=N)c(C(=O)OCC)cc2c(=O)n3cccc(C)c3nc21	/	-16	8	0
CCOC(=O)C1=C(C)NC(C)=C(C(=O)OCC)C1c1nc2ccccc2[nH]1	/	-8	-9	1
N#Cc1c(SCc2nc3ccccc3[nH]2)nc2c(c1C(F)(F)F)CCC2	/	14	6	3
COc1cccc2cc(C(=O)C3=C(O)C(=O)N(CCCN4CCOCC4)C3c3ccncc3)oc12 (centres undefined)	/	-8	11	3
CC1(C)CC(=O)C=C(NCCCN2CCCC2=O)C1	/	-3	-10	-1
COc1c(S(=O)(=O)N2CCCCC2)ccc2c(S(=O)(=O)N3CCCCC3)cccc12	/	9	2	-3
Cn1c(SCC(=O)Nc2ccc(N3CCOCC3)c(Cl)c2)nnc1-c1ccccc1	/	3	2	2
Cc1ccc(S(=O)(=O)N/N=C/c2ccc(OCC(=O)NC(C)C)cc2)cc1	/	3	10	-1
O=C(CSc1nc2c(c(=O)n1-c1ccc(F)cc1)SCC2)Nc1ccc2c(c1)OCO2	/	-7	-21	5
Cc1ccc(NC(=O)CC2Nc3ccccc3NC2=O)cc1Cl (centres undefined)	/	2	-6	-1
Cc1[nH]c2ccccc2c1SCCN	/	8	2	1
CCOc1ccc2nc(NC3=NCN(CC4CCCO4)CN3)nc(C)c2c1 (centres undefined)	/	-1	-45	0
c1ccc(Cc2nnc3sc(-c4ccc5c(c4)OCO5)nn23)cc1	/	-4	9	3
CN1C(=O)NC(c2ccccc2)C2=C1CN(Cc1ccccc1)C2=O (centres undefined)	/	5	4	0
Cc1cccn2c(=O)c3cc(C#N)c(=N)n(CC4CCCO4)c3nc12 (centres undefined)	/	-4	-19	1
COc1ccc(-c2nc3cc(C)ccn3c2NCC2CCCO2)cc1OC (centres undefined)	/	11	0	3
CC(C)CC(=O)N1CCN(c2ccc([N+](=O)[O-])c(NCc3ccccc3)c2)CC1	/	-3	-6	14
COc1ccc(NC(=O)CSC2=C(C#N)C(c3ccco3)C(C(=O)Nc3nc4ccccc4s3)=C(C)N2)cc1 (centres undefined)	/	-3	-1	1
Cc1cc(C)nc(N2CCC(C(=O)NC3CCCCCC3)CC2)n1	/	-12	-5	3
Cc1cc(NC(=O)CCC(=O)N(CC2CCCO2)C(C(=O)NC2CCCC2)c2ccccc2C)no1 (centres undefined)	/	0	14	1
CC(C)(C(=O)c1ccccc1)/[N+]([O-])=C/c1ccc(F)cc1	/	2	12	2
CC(C)(C)c1ccc(C(=O)NCCC(=O)NCc2ccco2)cc1	/	3	-1	3

(continued)
SMILES	Phagocyt inh	GALR2 antag	E-sel TNF inh	NPY Y2 blocker
Cn1c(=O)c2c(-c3ccccc3)n3c4ccccc4ncc3c2n(C)c1=O	/	5	3	3
CCOc1ccc(-n2c3nc4ccccc4nc3c3c(=O)n(Cc4ccco4)cnc32)cc1	/	3	-9	1
CN1C(=O)CC(N2CCN(c3ccccc3)CC2)C1=O (centres undefined)	/	-3	-12	2
CC(C)n1c(CN2CCN(C)CC2)nc2c1c(=O)n(C)c(=O)n2C	/	-2	-10	0
O=c1[nH]c(N2CCc3ccccc3C2)nc2c1CCCC2	/	5	3	1
C/C(=N\Nc1cc(-c2ccccc2)nc(-c2ccc(Br)cc2)n1)c1cccc(N)c1	/	-10	8	-2
COCCN1C(=O)c2oc3cc(C)c(C)cc3c(=O)c2C1c1cccc(O)c1 (centres undefined)	/	9	-15	-1
COc1cccc(CN2CCN(C(=O)c3ccco3)CC2)c1OC	/	-11	-11	4
Cc1cc(C)n(-c2nc3sc4c(c3c3nnc(SC(C)C)n23)CC(C)(C)OC4)n1	/	-3	3	1
Cc1[nH]n2c(=O)cc(-c3ccc([N+](=O)[O-])cc3)nc2c1-c1ccccc1	/	-4	11	-4
CCOC(=O)C(C)Sc1snnc1C (centres undefined)	/	4	-36	2
CCN1CCN(c2oc(-c3ccc(OC)cc3)nc2C#N)CC1	/	6	9	5
O=C1c2ccccc2C(=O)N1CCC(=O)N1CCc2ccccc21	/	-5	-16	1
O=S(=O)(N/N=C\C=C\c1ccccc1)c1ccccc1	/	8	10	6
O=C(Nc1ccc(Br)cn1)c1ccc2nccnc2c1	/	-20	33	1
CCn1c(SCC(=O)N2c3ccccc3Sc3ccc(Cl)cc32)nc2c1c(=O)n(C)c(=O)n2C	/	2	-1	-2
COC(=O)C(C)Sc1nc2c(c(-c3ccc(OC)cc3)c1C#N)-c1ccccc1C2=O (centres undefined)	/	4	-9	4
O=C(NCc1ccccn1)C1CCC(=O)N1C1CCCC1 (centres undefined)	/	-1	48	1
COC(=O)c1ccc(Cn2nnc3c(sc4nc(N5CCOCC5)c5c(c43)CCCC5)c2=O)o1	/	-10	30	7
CNc1nc(OCC(F)(F)F)nc(N2CCN(C34CC5CC(CC(C5)C3)C4)CC2)n1	/	-6	-34	4
CCOC(=O)Cn1c(CN(C)Cc2ccccc2)nc2c1c(=O)n(C)c(=O)n2C	/	-4	-15	0
Cc1ccc(CN2CCN(CC(=O)N3CCC(C(N)=O)CC3)C2=O)cc1	/	14	49	0
CCOc1cc(S(=O)(=O)NCc2ccccc2)c(OCC)cc1-n1cnnn1	/	-6	-4	4
CCOC(=O)N1CCN(Cc2nc(-c3ccc(OC)cc3)no2)CC1	/	-5	-6	-1
O=C(CSc1nnc(-c2ccc(F)cc2)o1)Nc1ccccc1N1CCOCC1	/	0	-11	12

Structural class, those above containing a thiophene ring, fused or not (five)
SMILES	Phagocyt inh	GALR2 antag	E-sel TNF inh	NPY Y2 blocker
CC(=O)c1cc(Cc2csc(C(C)=O)c2)cs1	-1	-3	/	2
Nc1cc(C(=O)c2cccs2)ccc1Cl	-1	-7	/	3
CC(c1ccco1)N(C(=O)c1ccc(Cl)s1)c1ccccn1 (centres undefined)	0	9	/	1
Cc1cc(C)n(-c2nc3sc4c(c3c3nnc(SC(C)C)n23)CC(C)(C)OC4)n1	/	-3	3	1
COC(=O)c1ccc(Cn2nnc3c(sc4nc(N5CCOCC5)c5c(c43)CCCC5)c2=O)o1	/	-10	30	7

Going on with the list.
SMILES	Phagocyt inh	GALR2 antag	E-sel TNF inh	NPY Y2 blocker
CCOC(=O)c1cnn(-c2ncnc3c2cnn3Cc2ccccc2)c1N	/	-12	3	4
CCCC(=O)Nc1cc(-c2nnc(OC)c3ccccc23)ccc1N1CCOCC1	/	-7	6	1
Cc1nnc2n(CCc3ccccc3)c(=O)c3c4c(sc3n12)CCCC4	/	8	-12	-1
C=CCOc1ccc(/C(O)=C2/C(=O)C(=O)N(CCCN3CCOCC3)C2c2ccccc2)cc1 (centres undefined)	/	21	-7	-1
CCCCS(=O)(=O)NC1=NCN(C2CCN(Cc3ccccc3)CC2)CN1	/	0	-12	2
CCCn1c(SCC(=O)Nc2ccccc2C(=O)OCC)nc2c1c(=O)n(C)c(=O)n2C	/	0	-30	1
COCCn1c(C)cc(C(=O)CSc2nc(C)nc3sc4c(c23)CCC4)c1C	/	4	6	1

Compound activity (PubChem BioAssay)
